# D2 PAM: HTS Assay for Positive Allosteric Modulators of the Human D2 Dopamine Receptor: Primary Screen for Potentiators. 0.34% of 340,000 active. HEK293 T-REx D2, calcium flux, EC20 dopamine potentiation. AID 485347, 2010. D(2) dopamine receptor (Homo sapiens), P14416. potentiation, % at 10 µM;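 active means potentiation over 3 SD above the plate norm, cut at about 30% in these data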; further: 0% is about no effect
#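 Tetracycline-induced HEK293 T-REx cells force-coupled to calcium signalling expressed D2; compounds were pin-added after a 10 s baseline, read kinetically 180 s, then an EC20 dopamine challenge followed with a further 180 s calcium read.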
# TRHR ag: qHTS for Small Molecule Agonists and Allosteric Enhancers of Human TRH Receptor: Primary Screen for Agonists; Thyrotropin-releasing hormone receptor (Homo sapiens), P34981; TRHR cells, calcium flux fluo-8, FDSS agonist mode; activation, % at 2 µM; 0.18% of 360,000 active; further: 0% is about no effect
# Target sequence (P34981 whole entry, looked up): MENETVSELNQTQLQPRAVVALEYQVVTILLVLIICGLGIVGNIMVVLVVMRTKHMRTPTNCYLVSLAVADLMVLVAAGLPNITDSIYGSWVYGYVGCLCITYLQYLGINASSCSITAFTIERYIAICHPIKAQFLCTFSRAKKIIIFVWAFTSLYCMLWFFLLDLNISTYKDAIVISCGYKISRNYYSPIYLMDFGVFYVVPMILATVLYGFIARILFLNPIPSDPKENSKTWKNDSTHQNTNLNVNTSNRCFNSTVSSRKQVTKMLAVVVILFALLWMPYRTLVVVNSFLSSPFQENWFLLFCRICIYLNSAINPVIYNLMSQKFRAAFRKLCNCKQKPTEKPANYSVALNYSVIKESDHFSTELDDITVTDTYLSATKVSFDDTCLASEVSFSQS
#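 Fluo-8-loaded TRHR cells; 10 s baseline, compound added, kinetic Ca2+ fluorescence read 1/s, agonist mode.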
# D2 ag: HTS Assay for Allosteric Agonists of the Human D2 Dopamine Receptor: Primary Screen for Agonists | 0.53% of 340,000 active | D(2) dopamine receptor (Homo sapiens), P14416 | HEK293 T-REx D2 cells, calcium flux agonist mode | activation, % at 2 µM;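 active means activation over 3 SD above normal in the single-dose calcium agonist read, cut at about 30% in these data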; further: 0% is about no effect
#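 Tetracycline-induced HEK293 T-REx cells with force-coupled D2 receptor, plated overnight at 30 C, loaded with no-wash calcium dye. After a 10 s baseline, compound was pin-added and calcium flux read kinetically for 180 s; calcium rises flagged agonists.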
# D2 antagonist: HTS Assay for Allosteric Antagonists of the Human D2 Dopamine Receptor: Primary Screen for Antagonists; 2% of 340,000 active; D(2) dopamine receptor (Homo sapiens), P14416; HEK293 TREx D2 cells, calcium flux, dopamine EC80; inhibition, % at 10 µM; in the data active means inhibition above about 30%; further: 0% is about no effect
#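 Calcium mobilization kinetics were recorded at 1 s intervals in tetracycline-induced HEK293 T-REx D2 cells, first for 180 s after compound addition and then 180 s after EC80 dopamine.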
# RXFP1 antag: qHTS Assay for Antagonists of the Relaxin Receptor RXFP1; Relaxin receptor 1 (Homo sapiens), Q9HBX9; HEK293-RXFP1, relaxin-stimulated cAMP HTRF, 30 min; active compounds read low; activity change, negative = inhibition, % at 57.5 µM; AID 1259400, 2018; 0.59% of 350,000 active;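 active means activity change of -60% or lower, but not beyond a set lower limit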; further: on the % scale 0 is the no-effect control and ±100 the full control effect
# D1 antagonist: Antagonist of Human D 1 Dopamine Receptor: qHTS; D(1A) dopamine receptor (Homo sapiens), P21728; HEK293 TREx D1 cells, calcium flux, dopamine EC80; active compounds read low; activity change, negative = inhibition, % at 10 µM; 3.2% of 360,000 active; AID 504652, 2011; in the data active means activity change below about -30%; further: on the % scale 0 is the no-effect control and ±100 the full control effect
# Target sequence (P21728 whole entry, looked up): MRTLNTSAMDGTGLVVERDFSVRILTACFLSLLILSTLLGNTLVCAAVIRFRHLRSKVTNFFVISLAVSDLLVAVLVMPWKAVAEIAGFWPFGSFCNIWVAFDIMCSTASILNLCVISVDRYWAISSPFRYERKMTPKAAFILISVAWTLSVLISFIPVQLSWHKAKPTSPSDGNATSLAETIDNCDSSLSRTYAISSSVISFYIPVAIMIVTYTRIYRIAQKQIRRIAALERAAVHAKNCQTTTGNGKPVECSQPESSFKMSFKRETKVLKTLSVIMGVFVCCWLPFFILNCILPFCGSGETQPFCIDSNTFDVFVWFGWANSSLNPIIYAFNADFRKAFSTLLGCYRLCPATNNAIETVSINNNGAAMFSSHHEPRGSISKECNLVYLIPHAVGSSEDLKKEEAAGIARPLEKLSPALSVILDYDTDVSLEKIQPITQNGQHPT
#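 After overnight tetracycline induction at 30 C, force-coupled D1 HEK293 cells took up a no-wash calcium dye at room temperature. Compounds were added and monitored 180 s, and the response to EC80 dopamine was then recorded.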
# TRHR PAM: qHTS for Small Molecule Agonists and Allosteric Enhancers of Human TRH Receptor: Primary Screen for Enhancers; Thyrotropin-releasing hormone receptor (Homo sapiens), P34981; enhancement, % at 2 µM; AID 493056, 2011; TRHR cells, fluo-8 calcium fluorescence, EC20 TRH enhancement; 0.66% of 360,000 active; in the data active means enhancement above about 30%; further: 0% is about no effect
#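 Enhancer read-out: after compound pinning and an initial kinetic agonist-mode read, an EC20 of TRH (10 nM final) was injected and fluo-8 calcium signal (Ex 480/Em 530) followed at 1 s/cycle for 100 cycles in TRHR-expressing cells.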
# D1 PAM: Potentiators of Human D1 Dopamine Receptor: qHTS | D(1A) dopamine receptor (Homo sapiens), P21728 | HEK293 TREx D1 cells, calcium flux, dopamine EC20 potentiation | potentiation, % at 10 µM | 0.036% of 360,000 active | AID 504651, 2011; in the data active means potentiation above about 30%; further: 0% is about no effect
# D1 agonist: Allosteric Agonists of the Human D1 Dopamine Receptor: qHTS. activation, % at 2 µM. HEK293 T-REx D1 cells, calcium flux, agonist mode. AID 504660, 2011. 1% of 360,000 active. D(1A) dopamine receptor (Homo sapiens), P21728; further: 0% is about no effect
#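 Inducible HEK293 T-REx D1 cells, force-coupled to calcium signalling, were plated at 4000 cells/well with tetracycline and held overnight at 30 C. After no-wash calcium dye loading, compound-evoked calcium rise over 180 s flagged agonists.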
# Numbers without * were called inactive; . = not tested or not shown; & = joins results of further samples. Unless noted, no stated cut-off is given here; in the data, active means activation above about 30%; inactive means the rest.
SMILES,D2 PAM,TRHR ag,D2 ag,D2 antagonist,RXFP1 antag,D1 antagonist,TRHR PAM,D1 PAM,D1 agonist
COc1ccc(-c2c(C)nn3c(-c4ccccc4)cc(-c4ccccc4)nc23)cc1OC,5.6,-3.5,0.5,.,0.1,0.0,16.3,-3.6,-0.1
O=C(NCc1nnnn1-c1ccc(F)c(F)c1)c1ccc(S(=O)(=O)N2CCOCC2)cc1,14.7,0.1,-0.3,0.3,-13.9,-10.8,-0.9,-0.8,-0.1
COc1ccc(C)cc1-n1c(SCC(=O)Nc2cc(C)on2)nc2ccccc2c1=O,1.1,0.3,-0.6,4.1,1.3,-5.2,1.2,.,3.6
COc1ccc(C(=O)/C=C/c2ccc(OC3CSC3)cc2)cc1OC,3.0,0.3,-0.4,-6.0,-16.9,-4.3,-3.7,-7.5,7.4
O=C(COc1ccc(Br)cc1Br)NC1CCS(=O)(=O)C1 (stereo not drawn),16.5,-0.1,-0.4,9.9,-8.8,-7.7,-0.8,-1.4,0.7
C/C(=C\COc1ccc2ccc(=O)oc2c1)CC[C@@H](O)C(C)(C)O,-5.8,-0.1,0.0,-4.1,.,-1.4,1.4,-3.5,0.8
O=C1c2ccccc2-c2onc3ccc(NCc4ccco4)c1c23,1.4,62.6*,29.9,17.6,.,-1.9,6.8,-8.2,121.7*
CC(=O)Nc1ccc(NC(=O)CN(c2cccc(C)c2)S(C)(=O)=O)cc1,12.5,0.3,-0.8,-4.4,4.1,-15.6,9.8,-1.9,2.0
Cc1ccccc1-n1c(O)c(/C=C/C=Nc2ccccc2)c(=O)[nH]c1=O,-0.2,32.0*,11.9,12.0,-6.7,-10.3,-1.6,4.7,40.6*
CCCn1c(S(=O)(=O)O)nc2ccccc21,-2.3,0.3,-0.2,-12.3,4.5,-0.8,20.9,0.9,1.0
Cc1ccc(S(=O)(=O)NCC2CCC(C(=O)NCCCOC(C)C)CC2)cc1 (stereo not drawn),-13.2&-5.9,0.3&-1.3,0.9&0.2,-8.5,-5.8,-3.5&8.7,-1.1&-4.5,0.2&0.8,1.6&1.2
CC(=O)c1c(C)oc2ccc(N(C(C)=O)S(=O)(=O)c3ccc(Cl)c([N+](=O)[O-])c3)cc12,-9.6,0.0,-1.6,-10.6,-8.7,-8.3,-8.9,-3.5,0.8
Cc1cccn2c(=O)c3cc(C(=O)NCC(C)C)sc3nc12,-8.0&-9.3,0.2&1.3,1.4&0.4,-5.5,-3.7&4.2,-4.1&-23.4,-3.7&6.7,-7.0&-2.3,1.7&-0.6
O=C(CSc1nn(-c2ccc(F)cc2)c(=S)s1)NC1CCS(=O)(=O)C1 (stereo not drawn),-7.5,-0.1,-0.6,-9.2,-1.5,-6.5,-1.9,-9.3,0.4
CCOc1ccc2c(c1)c(=O)c(S(=O)(=O)c1ccc(Cl)cc1)cn2Cc1ccccc1C,-2.8,0.8,0.9,.,.,-3.1,40.3*,-1.6,2.0
CC(CCc1ccccc1)NC(=O)CSc1nc(N)cc(N)n1 (stereo not drawn),-6.0,0.1,0.1,1.8,9.8,-9.1,-0.8,-0.7,-2.8
COc1cc(/C=C/C(=O)OCC(=O)NCCC2=CCCCC2)ccc1O,-1.1,-0.8,-2.1,-8.7,2.4,-8.2,5.0,0.9,2.6
Cc1ccc(C(=O)NC2CCCC2)s1,0.3,-0.1,-0.5,-14.2,1.1,-15.8,32.4*,-8.0,2.3
COc1ccc(N(C(=O)c2ccc(Br)o2)C2C=CS(=O)(=O)C2)c(OC)c1 (stereo not drawn),-3.7,0.3,0.0,-1.8,16.3,3.0,1.5,-1.8,4.6
CN1CCN(c2ccc(Cl)cc2NC(=O)c2ccc(S(=O)(=O)N(C)C)cc2)CC1,10.1,2.5,0.8,0.2,8.0,7.2,-7.4,0.8,13.4
O=C(Nc1ccccc1N1CCCC1)c1cccc(F)c1,10.2,0.0,0.1,4.9,-2.1,-10.4,-1.6,-1.1,7.1
N#Cc1c(N2CCOCC2)nsc1-c1ccc(C(F)(F)F)cc1,5.1,1.6,-0.4,1.7,-25.7,4.2,1.4,-1.4,6.3
Cc1ccc(-c2nnn(CC(=O)N(CCN3CCOCC3)C(C(=O)NC3CCCC3)c3ccncc3)n2)o1 (stereo not drawn),3.1,-0.5,-0.3,-19.3,3.8,-6.1,12.4,4.3,1.5
COc1ccc(C(=O)N(CCCO)C(C)C(=O)NC2CCCCC2)cc1OC (stereo not drawn),-10.9,0.5,0.6,0.5,-10.0,5.2,-6.9,-9.1,5.3
CC1(C)CC(=O)C2=C(C1)Oc1ncn3nc(-c4cccnc4)nc3c1C2c1ccccc1 (stereo not drawn),.,0.1,.,.,-16.8,-6.5,1.7,2.5,0.5

# Continued, overlapping the part above by six compounds.
SMILES,D2 PAM,TRHR ag,D2 ag,D2 antagonist,RXFP1 antag,D1 antagonist,TRHR PAM,D1 PAM,D1 agonist
CN1CCN(c2ccc(Cl)cc2NC(=O)c2ccc(S(=O)(=O)N(C)C)cc2)CC1,10.1,2.5,0.8,0.2,8.0,7.2,-7.4,0.8,13.4
O=C(Nc1ccccc1N1CCCC1)c1cccc(F)c1,10.2,0.0,0.1,4.9,-2.1,-10.4,-1.6,-1.1,7.1
N#Cc1c(N2CCOCC2)nsc1-c1ccc(C(F)(F)F)cc1,5.1,1.6,-0.4,1.7,-25.7,4.2,1.4,-1.4,6.3
Cc1ccc(-c2nnn(CC(=O)N(CCN3CCOCC3)C(C(=O)NC3CCCC3)c3ccncc3)n2)o1 (stereo not drawn),3.1,-0.5,-0.3,-19.3,3.8,-6.1,12.4,4.3,1.5
COc1ccc(C(=O)N(CCCO)C(C)C(=O)NC2CCCCC2)cc1OC (stereo not drawn),-10.9,0.5,0.6,0.5,-10.0,5.2,-6.9,-9.1,5.3
CC1(C)CC(=O)C2=C(C1)Oc1ncn3nc(-c4cccnc4)nc3c1C2c1ccccc1 (stereo not drawn),.,0.1,.,.,-16.8,-6.5,1.7,2.5,0.5
CN1CCN(c2ccc(NC(=O)c3sc4ccccc4c3Cl)cc2)CC1,-1.5,0.5,1.0,12.5,8.7,-28.0,-4.8,-3.5,10.8
Cc1cccc(C)c1OCC(O)CNC(C)C (stereo not drawn),14.1,-0.5,-1.3,20.1,3.6,-1.0,2.0,-7.2,21.4
C=CCOc1c(Br)cc(/C=N/Nc2ccc(C(=O)O)cc2)cc1OCC,-5.6,0.0,0.7,12.0,-19.9,6.0,-3.8,-3.2,-0.2
O=C(COC(=O)Cc1cccs1)Nc1ccccc1F,-26.7,-0.5,0.7,22.2,-10.0,-2.4,-8.7,-0.1,2.4
COCc1cc(C)n(CC(=O)Nc2ccccc2C(=O)OC)c(=O)c1C#N,-0.3,0.3,0.9,-2.2,-9.5,-4.9,8.0,0.1,4.9
CCOc1ccc(NC(=O)c2ccc(F)c(S(=O)(=O)N(Cc3ccc(C(=O)OC)cc3)Cc3ccc(OC)c(OC)c3)c2)cc1,10.5,0.5,0.6,.,-9.1,10.4,-0.8,2.2,0.1
COc1ccc(C(=O)Nc2nc3cc4c(cc3s2)OCCO4)c(OC)c1,-8.6,0.5,-0.3,3.1,-0.9,0.8,0.7,1.4,1.5
CC(=O)Nc1ccc2nc(NC(=O)COc3cccc(C)c3)sc2c1,16.8,-0.4,.,2.2,3.8,0.9,3.3,-2.6,4.7
COc1ccc(-n2c(=O)[nH]c3cc(C(=O)NCCc4ccccc4)ccc3c2=O)cc1OC,8.9&22.4,1.6&0.6,-1.7&-0.3,6.6,-29.8&-8.1,-7.7&-3.5,-23.5&0.9,-2.1&-0.3,4.2&0.4
CCC(c1nnc(SCC(=O)Nc2ccc(S(N)(=O)=O)cc2)n1Cc1ccccc1)N(C)C (stereo not drawn),-11.8,0.6,2.4,9.9,1.6,-0.1,18.3,7.0,3.0
CSc1ccc(CNCCCN(C)C)cc1,8.2,-0.6,-1.2,-8.1,.,17.0,-6.6,-4.2,4.4
CCOC(=O)c1ccc(NC(=O)c2oc3ccc4c(c3c2C)C(=O)CC(C)(CC)O4)cc1 (stereo not drawn),10.2,0.0,0.3,.,-15.0,18.1,-1.5,-0.9,2.3
Cc1cc(=O)[nH]c(N2CCCNCC2)n1,9.3,0.2,-0.3,-0.4,-0.8,11.9,4.8,-0.8,6.5
CCCCc1nnc(NC(=O)CN2C(=O)C3CCCCC3C2=O)s1 (stereo not drawn),-1.1,0.1,-0.2,-0.4,-8.6,-1.2,3.7,-0.9,0.6
Cc1c(NS(=O)(=O)c2ccc3nc(COc4ccccc4Cl)[nH]c3c2)c(=O)n(-c2ccccc2)n1C,2.0,0.9,-1.8,-1.5,16.2,-6.8,1.8,2.0,0.5
Cc1cc(NC(=O)c2c(C)noc2C)no1,0.7,-0.5,1.2,3.2,-4.3,-2.5,3.4,-2.5,12.4
CCOC(=O)c1c(-c2ccc(C)s2)csc1N,10.8,0.2,4.2,-28.6,1.9,.,5.4,-4.0,1.6
Cc1nn(-c2ccccc2)c(C)c1/C=N/NC(=O)CSc1nnc(-c2ccccc2)n1-c1ccc(Cl)cc1,35.0*,-0.3,-1.6,-8.6,0.9,4.6,3.6,-2.2,7.7
CSCCC(NS(=O)(=O)c1ccc(C)cc1)C(=O)N1CCN(C(c2ccccc2)c2ccccc2)CC1 (stereo not drawn),.,0.5,.,.,-17.3,11.0,-17.9,2.3,2.9
COc1cc(C)c(C#N)c(OC)n1,-4.7,-0.3,0.5,22.1,3.8,-19.5,-6.9,0.6,1.6
COc1cc2c(cc1OC)C(COc1ccc(F)cc1)N(C(=O)Cc1ccc(F)cc1)CC2 (stereo not drawn),-9.3,0.0,0.6,.,.,-14.3,-4.8,1.9,4.5
Cc1c(N2C(=O)C3C4C=CC(C5CC45)C3C2=O)c(=O)n(-c2ccccc2)n1C (stereo not drawn),19.2,-0.1,1.3,-4.6,3.9,-3.5,2.6,-3.4,0.5
O=C(c1cccnc1)N1CCN(C(=O)c2ccccc2F)CC1,-4.1,0.4,0.4,-1.1,-0.8,-15.0,-0.2,-3.0,1.8
O=C(COC(=O)C1(c2ccc(F)cc2)CCCC1)NCc1ccco1,-5.6,-0.9,0.7,-11.6,-0.2,-22.1,0.8,-3.2,4.9
COc1cc(Cn2nnc3ccccc32)ccc1O,5.9,0.2,-0.5,0.4,4.1,-9.4,1.3,-3.0,4.0

# Screening results: PubChem BioAssay, National Center for Advancing Translational Sciences (NCATS)
